Dynein cargo inh – blocks dynein driven cargo transport along microtubules; 3617.4 mouse cells, GR-EGFP nuclear translocation imaging; test concentration mostly 20 µM; stimulated with dexamethasone, 1 µM; stronger effect = lower value; z-score, hits read low; hit rate 0.47% among 220,000;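 active means plate z-score of nuclear minus cytoplasmic receptor signal below a set negative limit, without overly bright fluorescence or cell loss, cut at about -3.5 in these data, passing the limit was not always enough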;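 further: z-score of nuclear minus cytoplasmic ring GR-EGFP intensity difference per well; some compounds called inactive have numbers as strong as hits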
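Buffer or medium: tet-free, stripped-serum medium; reagent: dexamethasone at 1.0 µM final, 30 min; incubation: 48 h induction, 1 h compound, 30 min dex at 37 °C; measured by: formaldehyde fixation, Hoechst nuclear stain, 10x automated fluorescence imaging; read-out: nuclear-to-cytoplasmic GR-EGFP distribution per well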
human PMI inhibition – MPI enzyme activity inhibition – biochemical, fluorescence intensity, coupled assay, primary screen (AID 1209); purified PMI enzyme, coupled fluorescence intensity; higher % means a stronger effect; hit rate 0.42% among 190,000; inhibition, % at 20 µM; hits with a dose series show IC50 in µM;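 further: plate controls were DMSO vehicle for no effect and wells lacking substrate for full effect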
Autophagy HCS – modulators of autophagy. MEF GFP-LC3 puncta imaging; test concentration mostly 10 µM. calls only at 10 µM (by protocol). hit rate 0.98% among 190,000. AID 463193;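 active means percentage of spot-positive cells more than 3 SD above its plate mean, without a fluorescence outlier flag or 80% toxicity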;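 further: spot-positive cell cutoff set from DMSO-treated cells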
human PMI inhibitors – human PMI inhibitors, high substrate, primary screen, biochemical, fluorescence intensity, high mannose 6-phosphate (AID 1220); hit rate 0.66% among 190,000; recombinant PMI enzyme, coupled fluorescence intensity; higher % means a stronger effect; inhibition, % at 20 µM; hits with a dose series show IC50 in µM
b-catenin transl – beta-catenin nuclear translocation modulation; nuclear translocation activity, % at 5 µM; HeLa beta-catenin nuclear translocation, immunofluorescence imaging; AID 1665; hit rate 0.3% among 190,000;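 active means nuclear translocation activity above 50% at 5 µM, with a well cell count of 50 or more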;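 further: per-cell ratio of nuclear to cytoplasmic median beta-catenin stain intensity; plate controls were DMSO negative control for no effect and GSK-3 inhibitor IX positive control for full effect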
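Test system: human HeLa cells, endogenous beta-catenin. Times: 24 h compound exposure, 37°C. Measured by: beta-catenin immunofluorescence imaging with DAPI.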
WT yeast gro inh – growth inhibition of WT yeast, mitochondrial fusion screen; mitochondrial fusion phenotypic screen, WT strain; inhibition, % at 10 µM; hit rate 2.1% among 190,000; AID 1362; in the data active means inhibition above about 58%; tested in S. cerevisiae
Insulin prom up – MIN6 insulin promoter up-regulation. AID 1625. MIN6 insulin promoter-GFP reporter, high-content imaging; stronger effect = higher value. hit rate 0.3% among 190,000. z-score at 5 µM;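 active means z-score above 3 at 5 µM with at least 500 cells counted in the well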
MT stabilizer – microtubule stabilizers in HeLa cells; HeLa tubulin immunostaining HCS, 24 h; share of cells brighter than vehicle mean+2SD; hit rate 0.83% among 200,000; % tubulin-high responders, % at 10 µM;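 active means plate Z-score above 3 for both tubulin-high and condensed-nucleus cell shares, with cell loss under 80%, at 10 µM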;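 further: anti alpha tubulin signal scored within the nucleus-defined area of each cell; some results filed as inactive read as strong as hits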
Yfh1-depleted yeast – mitochondrial function rescue without frataxin homolog – Friedreich's ataxia, plus single-dose screen, dose response (AID 1465). S. cerevisiae Yfh1-off respiration, WST-1 reduction, 72 h; higher fold induction means a stronger effect. fold induction at 50 µM; hits with a dose series show EC50 in µM. hit rate 0.074% among 220,000;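 active means fold induction of absorbance versus untreated yeast above a set limit, then at least 30% activation at any dose in follow-up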;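 further: activators that raise dye reduction in frataxin-depleted yeast; strong numbers were not always called active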
WT yeast gro inh mutant strain – second read-out of WT yeast gro inh, no call of its own (marks repeat the call); inhibition, %; mitochondrial fusion phenotypic screen, mutant strain inhibition
Dynein cargo inh cytoplasmic EGFP – further read-out of Dynein cargo inh, marked with its call; z-score; measured here: cytoplasmic GR-EGFP intensity; stronger effect = higher value
Dynein cargo inh nuclear GR-EGFP – also measured in Dynein cargo inh; calls as there; z-score; measured here: nuclear GR-EGFP intensity;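 lower value marks the stronger effect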
Dynein cargo inh cell count – second read-out of Dynein cargo inh, no call of its own (marks repeat the call); z-score; measured here: cell count per field
Insulin prom up cell count – further read-out of Insulin prom up, marked with its call; cell count; measured here: cytotoxicity, nuclei count;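 total cells summed across four imaged fields per well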
b-catenin transl cell count 5 µM – recorded beside b-catenin transl, whose call it bears; cell count; measured here: cell count, cytotoxicity flag
MT stabilizer Hoechst-high % – recorded beside MT stabilizer, whose call it bears; % Hoechst-high responders; measured here: nuclear condensation Hoechst responders;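 share of cells brighter than vehicle mean plus two SD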
MT stabilizer cytotoxicity % – further read-out of MT stabilizer, marked with its call; toxicity, %; measured here: cytotoxicity by cell density;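 0% = mean cell density of plate MIN control wells and 100% = no cells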
Autophagy HCS cell loss 18 h – second read-out of Autophagy HCS, no call of its own (marks repeat the call); toxicity, %; measured here: cell loss, nuclei count;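 cell loss after 18 h compound exposure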
An asterisk follows results filed as active; i = inactive; . = no result given. Unless noted, no stated cut-off is given here; in the data, active means inhibition above about 50%; inactive means the rest.

The opening 2 compounds as a preview:
mol	Dynein cargo inh	Dynein cargo inh cytoplasmic EGFP	Dynein cargo inh nuclear GR-EGFP	Dynein cargo inh cell count	human PMI inhibition	Autophagy HCS	Autophagy HCS cell loss 18 h	human PMI inhibitors	b-catenin transl	b-catenin transl cell count 5 µM	WT yeast gro inh	WT yeast gro inh mutant strain	Insulin prom up	Insulin prom up cell count	MT stabilizer	MT stabilizer Hoechst-high %	MT stabilizer cytotoxicity %	Yfh1-depleted yeast
Cc1ccc(-n2[nH]c(C)c(C=Nc3ccc4[nH]c(=O)[nH]c4c3)c2=O)cc1	-2.1	-0.25	-1.4	5.8	16%	i	13	12%	-1.8	912	6	8	0.47	1273	3.7	3.4	5.1	i
CCOC(=O)c1cc(-c2ccccc2)n[nH]1	-0.087	-0.2	-0.027	0.17	.	.	.	.	-1.3	1271	.	.	-0.17	1041	.	.	.	i

Results, from the start:
mol	Dynein cargo inh	Dynein cargo inh cytoplasmic EGFP	Dynein cargo inh nuclear GR-EGFP	Dynein cargo inh cell count	human PMI inhibition	Autophagy HCS	Autophagy HCS cell loss 18 h	human PMI inhibitors	b-catenin transl	b-catenin transl cell count 5 µM	WT yeast gro inh	WT yeast gro inh mutant strain	Insulin prom up	Insulin prom up cell count	MT stabilizer	MT stabilizer Hoechst-high %	MT stabilizer cytotoxicity %	Yfh1-depleted yeast
Cc1ccc(-n2[nH]c(C)c(C=Nc3ccc4[nH]c(=O)[nH]c4c3)c2=O)cc1	-2.1	-0.25	-1.4	5.8	16%	i	13	12%	-1.8	912	6	8	0.47	1273	3.7	3.4	5.1	i
CCOC(=O)c1cc(-c2ccccc2)n[nH]1	-0.087	-0.2	-0.027	0.17	.	.	.	.	-1.3	1271	.	.	-0.17	1041	.	.	.	i
CN1CCN(NC(=S)NC(C)(C)CC(C)(C)C)CC1	-0.78	-0.2	-0.31	-0.23	-7%	i	-9	-8%	0.3	1102	-11	-10	-1.3	1310	3.6	1.9	5.4	i
COc1ccccc1NC(=S)N1CCNC(=O)C1CC(=O)Nc1cccc(C)c1 (stereo unspecified)	0.86	-0.73	0.13	-0.77	.	.	.	.	1.5	1296	.	.	0.94	879	.	.	.	i
CSCCC(=O)N1CCCC(CNC(=O)c2ccccc2Cl)C1 (stereo unspecified)	0.28	-0.014	0.37	-2	.	i	8	.	1.3	1562	0	-2	0.13	1614	2.1	2.2	2.8	i
CCOC(=O)C(Sc1nnc(-c2ccncc2)o1)C(C)=O (stereo unspecified)	-0.14	-0.2	-0.26	1	-6%	i	26	-11%	32	203	-15	-1	.	.	2.1	3.2	6.5	i
N#Cc1ccc(C23CC4(C2)[C@H](CN(Cc2cccnc2)[C@@H]4c2ccccc2)C3c2ccccc2)cc1 (stereo partly specified)	-0.85	-0.78	-0.35	-0.016	.	.	.	.	-0.9	1047	.	.	0.66	900	.	.	.	i
CCN1CCCC1CNCc1ccc(Cl)cc1Cl (stereo unspecified)	-0.53	-0.2	0.45	1.3	5%	i	10	4%	.	.	-7	13	-0.11	1226	2.0	2.1	2.7	i
Nc1ccc(Oc2c(Cl)cccc2Cl)nc1	1.5	-0.24	0.48	-0.68	.	.	.	.	0.4	1341	.	.	1.6	1424	.	.	.	i
Cc1cccc(N2CC(c3nc4ccccc4n3C)CC2=O)c1C (stereo unspecified)	-0.34	-0.009	0.5	0.57	2%	i	11	-1%	-1.7	550	8	-1	-0.39	1334	3.3	2.1	11	i
Cn1c(=O)n(C)c2cc(NS(=O)(=O)c3ccc(Cl)s3)ccc21	-0.67	-0.33	-0.041	0.67	-8%	i	0	-2%	-1.5	1101	-7	-2	-0.15	1339	4.0	2.4	7.4	i
Cc1cc2c3c(c1)C1(SCC(=O)N1c1ccc(F)cc1)C(=O)N3C(C)(C)CC2C (stereo unspecified)	-0.23	-0.11	0.17	0.52	8%	i	-1	5%	-4.8	1248	63*	10*	-0.02	981	1.7	1.3	8.9	i
COc1cccc(/C=N/NC(=O)CNC(=O)COc2ccccc2)c1O	0.036	-0.19	-0.083	0.29	.	.	.	.	0.8	1299	.	.	0.82	932	.	.	.	i
Cc1sc2nc(C(C)Sc3n[nH]c(N)n3)[nH]c(=O)c2c1C (stereo unspecified)	-0.51	-0.33	0.14	0.45	-25%	i	6	-14%	7.8	1026	-19	25	0.57	1245	6.5	2.9	5.3	i
O=C(Nc1ncccn1)C1CCCCC1	-0.59	-0.29	-0.081	0.67	8%	i	13	4%	-0.5	933	-12	-12	-0.18	1580	2.7	1.5	5.3	i
O=C(COc1ccc(-c2nnco2)cc1)N1CCN(S(=O)(=O)c2ccc3ccccc3c2)CC1	0.057	-0.25	0.09	0.25	-12%	i	16	-6%	-2.7	1147	-19	-8	.	.	4.8	4.2	10	i
COc1ccccc1C(=O)NCC1CCN(c2ccc(S(=O)(=O)N3CCOCC3)cc2)CC1	0.47	-0.27	-0.096	0.15	2%	i	-5	-4%	.	.	-8	-8	.	.	0.8	2.1	16	i
O=C1NC(=Nc2cccc(Cl)c2)SC1Cc1cccc(Cl)c1Cl (stereo unspecified)	-0.45	-0.18	0.45	-0.55	5%	i	-33	7%	0.5	1342	-9	3	0.72	1414	2.9	1.9	3.5	i
COc1ccc(Cl)cc1S(=O)(=O)NCc1cccs1	-0.74	-0.23	-0.34	0.52	3%	i	-1	3%	-1.7	1148	4	4	-1.5	1289	1.7	0.3	23	i
COc1ccc(/C(N)=N/OC(=O)c2ccc([N+](=O)[O-])c(C)c2)cc1OC	-0.21	1.7	0.38	-0.45	14%	i	19	11%	0.6	1563	7	15	0.14	1467	5.0	1.9	7.0	i
Nc1nc2c(F)cccc2s1	1.1	-0.16	0.77	-0.79	11%	i	4	5%	-1.9	1078	9	23	0.2	1419	1.7	2.7	5.6	i
CCOCCCNS(=O)(=O)c1ccc(-n2cnnn2)c(OC)c1	0.36	-0.43	0.3	0.26	0%	i	2	-4%	2.5	1097	-1	-7	0.37	858	1.6	2.2	8.5	i
CCCCn1c(=O)[nH]c(=O)c2c1ncn2Cc1ccco1	-0.0021	-0.21	0.67	0.78	-5%	i	28	-4%	-6.3	1186	12	12	.	.	1.2	1.9	4.6	i
O=C(COc1ccc(Br)cc1F)N1CCN(c2ncccn2)CC1	-0.58	-0.07	-0.36	-0.39	2%	i	0	8%	1.7	1070	11	-12	-0.02	1391	3.8	0.9	3.8	i
Cc1nn(-c2ccccc2)c2c1C1(C(=O)N(C)c3ccccc31)N(c1ccccc1)C(=O)N2 (stereo unspecified)	-0.31	-0.049	0.19	-0.24	5%	i	-5	9%	0.2	824	0	8	0.83	1288	3.2	2.0	15	i
CCOC(=O)c1oc2c(C)c(O)ccc2c(=O)c1-c1nncn1-c1ccccc1	-0.24	-0.24	0.13	-0.23	-1%	i	0	-3%	0.3	1143	12	18	-0.59	1242	2.5	0.3	15	i
COc1ccc(CCCc2nnc(SCC(=O)Nc3nc(C)cs3)n2C)cc1	1.4	-0.22	1.2	0.77	6%	i	11	3%	0.7	1138	0	7	0.45	1289	5.5	1.3	5.4	i
Cc1sc2c(c1C)c(=O)nc1n2Cc2ccccc2-1	1.4	-0.2	0.88	-1.5	18%	i	9	12%	-0.4	1172	-7	-18	.	.	1.1	1.6	7.6	.
COc1ccc(C(=O)C2CCCN(C3Cc4ccccc4C3)C2)cc1OC (stereo unspecified)	-0.52	-0.3	-0.24	0.89	.	i	5	.	-0.1	1591	4	1	-0.51	1605	2.7	1.7	2.2	i
O=C(Cn1c(CO)nc2ccccc21)NCCc1ccc(F)cc1	1.2	-0.25	1	-0.42	12%	i	7	9%	-2.2	1054	-5	4	0.32	1083	8.9	1.2	7.4	i
Cc1nc(NC(=O)c2oc3ccccc3c2C)sc1C(=O)N(C)C	1.3	-0.14	1.7	-0.82	2%	i	-6	8%	1.7	527	10	-3	1	1245	2.8	1.1	3.4	i
COc1cccc(Nc2nc(-c3sc(NC(=O)c4ccco4)nc3C)cs2)c1	-0.23	-0.25	-0.77	1.1	23%	i	-6	30%	.	.	34	21	.	.	4.1	2.4	4.3	i
Cc1cc(=O)oc2cc(OCC(=O)N3CCN(C(=O)c4ccco4)CC3)ccc12	0.58	-0.19	0.37	-0.5	-14%	i	9	-7%	-0.7	1075	-5	-14	-0.38	1249	1.9	1.0	3.1	i
C=C(Cl)COc1ccc2c(CCCC)cc(=O)oc2c1	1	-0.099	0.94	-0.15	0%	i	4	-4%	-7.9	1253	15	1	-0.35	931	3.9	3.7	7.9	i
CCc1nnc(NC(=O)c2cccc(NC(=O)C(C)C)c2)s1	0.2	-0.29	0.25	0.79	-10%	i	-1	-6%	-1.2	1301	-13	-3	-0.6	1499	3.4	1.4	5.4	i
C=CCn1c(SCCOC)nc2c1c(=O)[nH]c(=O)n2C	-0.072	-0.27	0.17	0.32	-3%	i	-2	-4%	.	.	-11	-8	0.32	856	3.8	3.5	10	i
Cc1ccccc1Nc1c(-c2ccccn2)nc2ccccn12	0.49	-0.36	0.24	-1.1	-13%	i	10	2%	0.3	1105	64*	54*	-1.4	974	5.1	2.5	7.1	i
CCOc1ccc(-c2nnc3ccc(SCC(=O)NCc4ccco4)nn23)cc1	-0.92	-0.18	-0.26	-0.044	-1%	i	-8	-6%	.	.	-18	-12	.	.	4.6	2.1	8.0	i
Cc1[nH]nc2c1C1(C(=O)N(Cc3ccc(Cl)cc3)c3ccccc31)C(C#N)=C(N)O2 (stereo unspecified)	-0.58	-0.021	0.028	-1.1	13%	i	19	11%	-0.2	1022	-7	5	0.41	1788	1.4	2.1	39	i
